# Compound activity from PubChem.
# GSH fluor: compound fluorescence on glutathione beads, profiling panel, artefact control, biophysical, 488/530 nm, flow cytometry | 190,000 compounds, 0.25% hits | fluorescence (KMESF) at 10 µM | GSH beads flow cytometry, compound fluorescence 488/530 nm; hits give high values; in the data active means fluorescence above about 89;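 further: glutathione beads carrying GST-tagged Bcl family fusion proteins plus one bare bead set; values are compound well signal with DMSO vehicle wells as background; inactives centre near 16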
# Bcl-W Bim block: inhibitors of Bim binding to Bcl-W, primary screen, biochemical, multiplexed, bead-based flow cytometry | inhibition, % at 10 µM | Bim peptide-Bcl-W binding | 190,000 compounds, 0.02% hits;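 further: 0% = bound tracer without compound and 100% = peptide blocker; higher means less fluorescent Bim peptide bound to Bcl-W beads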
# Target sequence (Q92843 whole entry, looked up): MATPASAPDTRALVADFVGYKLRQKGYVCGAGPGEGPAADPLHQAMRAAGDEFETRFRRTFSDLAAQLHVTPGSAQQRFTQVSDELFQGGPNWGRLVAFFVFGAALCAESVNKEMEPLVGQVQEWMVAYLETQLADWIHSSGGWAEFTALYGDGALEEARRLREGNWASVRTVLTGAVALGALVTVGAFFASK
# Bcl-B Bim block: inhibitors of Bim-Bcl-B binding, primary screen, biochemical, multiplexed, human Bcl-2 family. Bcl-2-like protein 10 (Homo sapiens), Q9HD36. bead-based flow cytometry, Bim peptide-Bcl-B binding. inhibition, % at 10 µM. 190,000 compounds, 0.073% hits;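 further: 0% = tracer peptide without compound and 100% = reference inhibitor peptide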
# Bim-Bcl-XL: inhibitors of Bim-Bcl-XL binding, primary screen, biochemical, multiplexed, bead flow cytometry, human Bcl-XL; Bcl-2-like protein 1 (Homo sapiens), Q07817; Bim peptide-Bcl-XL binding, fluorescence; inhibition, % at 10 µM; 190,000 compounds, 0.04% hits; AID 1007, 2008
# Target sequence (Q07817 whole entry, looked up): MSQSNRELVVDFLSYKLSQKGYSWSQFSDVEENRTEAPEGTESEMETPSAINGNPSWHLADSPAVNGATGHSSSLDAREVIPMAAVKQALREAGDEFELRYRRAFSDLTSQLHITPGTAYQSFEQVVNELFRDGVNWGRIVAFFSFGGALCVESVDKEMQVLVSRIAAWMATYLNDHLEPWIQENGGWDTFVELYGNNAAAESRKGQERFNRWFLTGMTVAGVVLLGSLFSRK
# Bim-Bcl-2: inhibitors of Bim-Bcl-2 binding, primary screen, biochemical, multiplexed, human Bcl-2 family. Apoptosis regulator Bcl-2 (Homo sapiens), P10415. Bead-based flow cytometry, Bim peptide-Bcl-2 binding. inhibition, % at 10 µM. 190,000 compounds, 0.06% hits. AID 950, 2007; in the data active means inhibition above about 40%; inconclusive means no clear call, values can overlap the other calls;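 further: 0% = no compound wells with probe peptide and 100% = reference peptide inhibitor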
# Target sequence (P10415 whole entry, looked up): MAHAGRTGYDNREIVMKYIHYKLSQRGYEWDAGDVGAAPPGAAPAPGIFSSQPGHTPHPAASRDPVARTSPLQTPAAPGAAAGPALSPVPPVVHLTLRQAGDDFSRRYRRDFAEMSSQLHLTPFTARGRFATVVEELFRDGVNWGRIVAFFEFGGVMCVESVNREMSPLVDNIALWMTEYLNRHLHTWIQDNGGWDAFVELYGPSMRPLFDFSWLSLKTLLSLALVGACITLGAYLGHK
# ABCB1 block: ABCB1 efflux pump inhibitors, primary screen, cell-based, multiplex, flow cytometry, ABCG2 counter-screen | ATP-dependent translocase ABCB1 (Homo sapiens), P08183 | CCRF-Adr cells, JC-1 efflux | inhibition, % at 6.6 µM | 190,000 compounds, 0.067% hits | AID 1326, 2008; in the data active means inhibition above about 40%;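 further: 0% = vehicle and 100% = reference inhibitor; higher value means more JC-1 retained so stronger ABCB1 efflux block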
# RGS8-Gao: RGS8-Galphao binding modulators, primary screen, biochemical, multiplexed bead flow cytometry. response (percent of control binding), % at 10 µM. actives lie on both sides. Guanine nucleotide-binding protein G(o) subunit alpha (Homo sapiens), P09471. 220,000 compounds, 0.34% hits; in the data active means response below about 60% or above about 140%; inactive means in between;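 further: Galphao activated as the GDP aluminium fluoride complex binding bead-coupled RGS8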
# Target sequence (P09471 whole entry, looked up): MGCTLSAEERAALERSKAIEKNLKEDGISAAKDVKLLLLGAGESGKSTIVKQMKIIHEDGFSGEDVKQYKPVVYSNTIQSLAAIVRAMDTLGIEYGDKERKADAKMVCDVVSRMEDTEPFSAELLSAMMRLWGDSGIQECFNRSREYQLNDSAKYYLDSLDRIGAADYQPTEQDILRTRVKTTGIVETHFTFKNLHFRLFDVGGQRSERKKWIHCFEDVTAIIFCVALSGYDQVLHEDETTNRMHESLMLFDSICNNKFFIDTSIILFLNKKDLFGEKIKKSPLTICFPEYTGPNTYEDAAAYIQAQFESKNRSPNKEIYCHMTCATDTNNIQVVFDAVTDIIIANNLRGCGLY
# RGS7-Gao reg: RGS7-Galphao binding modulators, primary screen, biochemical, multiplexed bead flow cytometry; AID 1439, 2008; 220,000 compounds, 0.35% hits; actives lie on both sides; binding response (% of control), % at 10 µM; Guanine nucleotide-binding protein G(o) subunit alpha (Homo sapiens), P09471; in the data active means binding response below about 49% or above about 150%; inconclusive means no clear call, values can overlap the other calls; inactive means in between;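 further: fluorescent Galphao held in activated GDP-AlF4 state binding bead-coupled RGS7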
# Bfl-1 Bim block: inhibitors of Bim binding to Bfl-1, primary screen, biochemical, multiplexed, bead-based flow cytometry | Bim-Bfl-1 binding inhibition | inhibition, % at 10 µM | 190,000 compounds, 0.12% hits | AID 1008, 2008;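 further: 0% = wells without compound plus tracer and 100% = blocker peptide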
# RGS4-Gao reg: modulators of RGS4 binding to Galphao, primary screen, biochemical, multiplexed bead flow cytometry; actives lie on both sides; AID 1415, 2008; Guanine nucleotide-binding protein G(o) subunit alpha (Homo sapiens), P09471; binding response (% of control), % at 10 µM; 220,000 compounds, 0.33% hits; in the data active means binding response below about 49% or above about 150%; inactive means in between;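 further: fluorescent Galphao activated with aluminum fluoride binding bead-coupled RGS4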
# ABCG2 inh: ABCG2 efflux pump inhibitors, primary screen, multiplex with ABCB1, IgMXP3 cells, flow cytometry; 190,000 compounds, 0.1% hits; inhibition, % at 6.6 µM; Broad substrate specificity ATP-binding cassette transporter ABCG2 (Homo sapiens), Q9UNQ0; JC-1 efflux;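 active means inhibition above 80%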;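 further: 0% = DMSO and 100% = nicardipine control wells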
#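 Test system: IgMXP3 (ABCG2) plus far-red-tagged CCRF-Adr (ABCB1) cells / Amount: 3 million cells/mL in well / Reagent: JC-1 transporter substrate / Timing: 10 min compound exposure, 25 °C / Signal: flow cytometry, 530 nm JC-1 signal / Read-out: percent efflux inhibition, scaled nicardipine 100% to DMSO 0% / Benchmarks: nicardipine as high control, DMSO as low control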
# The depositor's hits bear a star; ? = inconclusive; . = no result given. Unless noted, no stated cut-off is given here; in the data, active means inhibition above about 40%.
SMILES,GSH fluor,Bcl-W Bim block,Bcl-B Bim block,Bim-Bcl-XL,Bim-Bcl-2,ABCB1 block,RGS8-Gao,RGS7-Gao reg,Bfl-1 Bim block,RGS4-Gao reg,ABCG2 inh
CN(C(=O)C1CCCO1)c1nnc(-c2ccccn2)s1 (stereo not given),21,-3,0,-2,0,0.5,96,91,-3,93,3
COc1cc(NC(=O)c2ccc3c(c2)OCO3)ccc1NC(=O)C(C)C,35,-1,-7,1,-8,-1.4,101,96,-15,103,0
O=C(COC(=O)[C@@H]1CC(O)CN1S(=O)(=O)c1ccc2c(c1)OCCO2)Nc1ccccc1F (stereo not given in full),18,2,-1,0,-5,0.1,100,101,-5,101,0
O=C(Nc1ccc(Br)cc1Cl)Nn1cnnc1,16,0,0,-1,0,0.7,101,100,0,101,2
COc1ccc(NC(=S)N(Cc2ccc(Cl)cc2)Cc2ccc(C(=O)O)cc2)cc1Cl,18,-7,-4,-6,-3,-0.7,102,100,-1,99,0
CCC(=O)Nc1cc(NC(=O)CSc2nnc(C(C)C)n2CC)ccc1C,31,-2,-12,-6,-8,-2.4,98,98,-12,103,-2
O=C1c2ccccc2-n2c1nc1ccccc1c2=O,8,6,9,18,5,0.4,103,100,4,98,5
COc1cc(/C=C2\N=C3CCCCCN3C2=O)ccc1O,10,-1,-9,-3,-10,0.1,101,102,-5,102,3
CSc1nc(C)cc(OCC#N)n1,51,5,-6,11,-5,0.0,98,96,-11,100,-1
O=C(NNC(=O)C1CCCO1)c1ccc(F)cc1 (stereo not given),5,-1,-5,-1,1,0.2,99,98,-1,100,0
COc1ccc(-c2c(C)oc3c(CN4CCCCC4C)c(O)ccc3c2=O)cc1OC (stereo not given),19,-1,-4,-6,-5,-1.5,96,93,-9,92,-3
CCC(CC)C(=O)Nc1cccc(C(=O)N2CCOCC2)c1,34,-3,-13,-6,-11,-0.1,103,102,-13,102,-3
CN(C)CCCNC(=O)CC(c1ccccc1)c1ccccc1O (stereo not given),17,-1,-2,-2,0,0.3,100,112,-1,106,1
Cc1occc(=O)c1OC(=O)Nc1ccccc1,28,0,-6,-2,-7,-0.4,100,92,-8,87,0
CCCN(CCO)Cc1ccc(F)c(Br)c1,5,0,-6,0,-7,0.3,101,100,-11,99,1
O=[N+]([O-])c1cc(S(=O)(=O)N2CCCC2)ccc1N/N=C/c1cccnc1,8,0,3,0,6,2.3,102,105,9,107,18
CCOC(=O)c1c(C2CC2)csc1NC(=O)COC(=O)c1ccc[n+]([O-])c1,7,6,4,9,8,1.1,89,94,2,93,14
Cc1nnc(NC(=O)C2CCCO2)s1 (stereo not given),10,-1,-23,-7,0,0.5,99,111,4,103,3
Cc1cc(C)c(COCc2cc(/C=N/O)c(C)cc2C)cc1/C=N/O,12,1,-10,-5,-12,-0.4,103,102,-13,102,-2
CN(C)c1ccc(/C=C(\C#N)c2ccccn2)cc1,7,0,0,-4,2,-0.4,114,104,2,108,-4
CCC(CC)C(=O)N1CCN(Cc2nc3ccccc3c(=O)[nH]2)CC1,16,0,-5,2,-1,0.8,107,106,-6,108,2
COc1cccc(Nc2nc3ccc(OC)cc3s2)c1,13,0,-6,-2,-1,-0.6,101,104,-3,103,12
O=C(CSc1nc(-c2ccccc2)cc(C(F)(F)F)n1)NCc1cccs1,10,-6,-4,-4,-3,.,100,103,-3,104,11
Cc1ccc2sc(-c3ccc(NC(=O)c4cc(-n5cnnc5)ccc4Cl)cc3)nc2c1,24,-1,-5,4,-6,0.0,99,102,-6,101,0
Cc1ccc(C(=O)NCCCc2ccccc2)s1,10,-5,-4,-5,-5,0.1,105,105,-2,105,7
Cc1cc(C)nc(NCC(O)CNc2ccccc2Cl)n1 (stereo not given),22,0,-6,-7,-13,0.1,104,100,-17,105,1
O=C(COC(=O)c1ccc2c(c1)C(=O)N(c1cccc3ncccc13)C2=O)c1ccc(Cl)cc1,3,0,0,-1,12,0.1,107,103,9,101,0
C=CCn1c(=N)n(CC(=O)OCC)c2ccccc21,36,-1,-10,-7,-5,-0.7,102,103,-18,100,16
COc1cccc(NC2CC(=O)N(CCc3ccccc3)C2=O)c1 (stereo not given),22,-2,-4,-4,-5,0.6,99,100,-1,99,2
CCCOC(=O)Nc1cc(OC)ccc1[N+](=O)[O-],13,-2,0,0,0,-0.3,100,98,2,104,20
CCOC(=O)C1CCCN(C(=O)CN2CCN(Cc3ccc(Cl)cc3)C2=O)C1 (stereo not given),34,0,-9,3,-8,0.7,99,100,-14,100,1
O=C(O)c1ccccc1NS(=O)(=O)c1cccc2cccnc12,16,0,-3,-4,-1,0.6,97,93,-1,94,7
COCCn1c(C)cc(C(=O)COC(=O)CCN2C(=O)c3ccccc3C2=O)c1C,50,-1,0,-2,0,0.8,97,91,-6,92,3
Nc1c(S(=O)(=O)c2cccc(Cl)c2)c2nc3ccccc3nc2n1/N=C/c1ccc(O)c(O)c1,14,14,15,20,6,-0.8,96,89,1,84,-2
CC(C)CCNC(=O)CN(Cc1ccco1)C(=O)c1snc(C(N)=O)c1N,9,0,0,0,0,0.4,96,93,-2,96,2
Cn1cc(/C=N/n2cnc3scc(-c4ccccc4)c3c2=O)c2ccccc21,9,5,-7,-4,-8,0.3,100,94,-8,97,2
CCc1c(C)nc(N)nc1OCC(F)(F)C(F)F,38,0,-6,-7,-7,1.1,105,104,-14,106,5
COc1cc(/C=N/NC(=O)c2nc3ccccn3c2C)cc(OC)c1O,12,2,1,0,-1,0.2,97,99,-3,100,2
Cc1cccc2c1N(CCOc1ccccc1Cl)C(=O)C2=O,9,-1,0,-1,2,.,101,102,6,103,12
CSCCC(NC(=O)c1cccc(C)c1)C(=O)O (stereo not given),14,0,-4,-3,-5,0.1,97,?,-4,97,1

# Already shown: 11 of the compounds above.
SMILES,GSH fluor,Bcl-W Bim block,Bcl-B Bim block,Bim-Bcl-XL,Bim-Bcl-2,ABCB1 block,RGS8-Gao,RGS7-Gao reg,Bfl-1 Bim block,RGS4-Gao reg,ABCG2 inh
O=C(CSc1nc(-c2ccccc2)cc(C(F)(F)F)n1)NCc1cccs1,10,-6,-4,-4,-3,.,100,103,-3,104,11
Cc1ccc2sc(-c3ccc(NC(=O)c4cc(-n5cnnc5)ccc4Cl)cc3)nc2c1,24,-1,-5,4,-6,0.0,99,102,-6,101,0
Cc1ccc(C(=O)NCCCc2ccccc2)s1,10,-5,-4,-5,-5,0.1,105,105,-2,105,7
Cc1cc(C)nc(NCC(O)CNc2ccccc2Cl)n1 (stereo not given),22,0,-6,-7,-13,0.1,104,100,-17,105,1
O=C(COC(=O)c1ccc2c(c1)C(=O)N(c1cccc3ncccc13)C2=O)c1ccc(Cl)cc1,3,0,0,-1,12,0.1,107,103,9,101,0
C=CCn1c(=N)n(CC(=O)OCC)c2ccccc21,36,-1,-10,-7,-5,-0.7,102,103,-18,100,16
COc1cccc(NC2CC(=O)N(CCc3ccccc3)C2=O)c1 (stereo not given),22,-2,-4,-4,-5,0.6,99,100,-1,99,2
CCCOC(=O)Nc1cc(OC)ccc1[N+](=O)[O-],13,-2,0,0,0,-0.3,100,98,2,104,20
CCOC(=O)C1CCCN(C(=O)CN2CCN(Cc3ccc(Cl)cc3)C2=O)C1 (stereo not given),34,0,-9,3,-8,0.7,99,100,-14,100,1
O=C(O)c1ccccc1NS(=O)(=O)c1cccc2cccnc12,16,0,-3,-4,-1,0.6,97,93,-1,94,7
COCCn1c(C)cc(C(=O)COC(=O)CCN2C(=O)c3ccccc3C2=O)c1C,50,-1,0,-2,0,0.8,97,91,-6,92,3

# Continuation.
SMILES,GSH fluor,Bcl-W Bim block,Bcl-B Bim block,Bim-Bcl-XL,Bim-Bcl-2,ABCB1 block,RGS8-Gao,RGS7-Gao reg,Bfl-1 Bim block,RGS4-Gao reg,ABCG2 inh
COc1ccc2cc(S(=O)(=O)n3cnc(C)c3)ccc2c1,25,-2,0,0,2,0.5,102,99,-5,101,1
Cc1ccc(C)c(NC(=O)CN(C)C(=O)COc2ncnc3sccc23)c1,5,0,0,0,0,-0.4,105,105,0,102,-2
COC(=O)c1nn(-c2ccccc2)c(Cl)c1/C=N/O,20,0,0,0,-3,0.2,101,95,-5,104,2
O=C(Cn1cnc2cc([N+](=O)[O-])ccc2c1=O)NCCc1ccc(F)cc1,18,0,0,0,0,0.3,104,106,-6,102,1
Cc1ccc(-c2nnc(CCC(=O)NCC3C4CC5CC(C4)CC3C5)o2)s1 (stereo not given),10,-3,-7,-4,-6,3.0,101,100,-6,96,10
COC(=O)c1cccnc1NC(=S)NC1CCCCC1,17,-3,-9,0,-4,0.0,86,89,-5,79,4
NCCc1ccc(O)c(O)c1,15,6,0,1,5,0.5,.,.,11,.,1
CCCc1n(CC(O)COCC2CC=CCC2)c2ccccc2[n+]1C (stereo not given),20,0,-4,-4,0,0.8,104,104,-7,101,2
Cc1ccc(S(=O)(=O)Nc2c3ccccc3nc(=O)n2-c2ccccc2)cc1,33,-4,-7,-6,-7,5.7,101,99,-8,98,36
O=C(NCC(c1cccnc1)N1CCOCC1)c1ccc2c(c1)OCO2 (stereo not given),10,2,-4,0,-2,-0.7,101,101,-5,101,-3
Cc1ccccc1Nc1nc(N)nc(CSc2nnc(-c3ccccc3)n2C)n1,32,-1,-1,-9,-11,0.8,105,104,-1,102,23
COc1cc(C(=O)NCC(=O)OC(C)C(=O)Nc2ncc(Cl)cc2Cl)cc(OC)c1OC (stereo not given),11,0,5,0,2,0.2,99,?,9,95,0
CNC(=O)COC(=O)c1ccc([N+](=O)[O-])cc1Cl,11,-2,-9,-7,-8,-0.2,100,104,-5,100,0
